FID counter = compounds displacing fluorescent DNA intercalator, primary screen, artefact control for HCV NS3 helicase inhibitor project, biochemical, FID fluorescence. DNA fluorescent intercalator displacement. inhibition, % at 7.9 µM. 0.17% of 290,000 active. AID 1845, 2009; in the data active = inhibition above about 37%;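 note: 0% = vehicle and 100% = reference compound; higher means more ethidium bromide displaced from hairpin DNA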
IMP-1 inhibitor = IMP-1 metallo-beta-lactamase inhibitors, primary screen, biochemical, epi-absorbance readout, Pseudomonas aeruginosa enzyme; 0.45% of 290,000 active; purified IMP-1, nitrocefin hydrolysis, epi-absorbance fluorescence; inhibition, % at 5.6 µM; metallo-beta-lactamase IMP-1 (Pseudomonas aeruginosa);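 active = inhibition above the mean plus 3 SD of all compounds in the same screening run, cut at about 4.5% in these data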;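 note: 0% = IMP-1 with DMSO and 100% = DMSO wells lacking enzyme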
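System – purified recombinant IMP-1 beta-lactamase · Input – IMP-1 dispensed at 0.2 nM · Timing – 15 min preincubation plus 25 min reaction at 25 °C · Signal – Epi-absorbance fluorescence, 480 nm excitation, 530 nm emission · Measure – percent IMP-1 inhibition derived from blank-referenced optical density · Controls – Enzyme-plus-DMSO low control, enzyme-free DMSO high control · Replication – singlicate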
pCIP destab = p/CIP-EGFP fusion destabilizers, primary screen, fluorescence, F442A cells | 0.01% of 290,000 active | decrease of EGFP signal, % at 10 µM | 16 h;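 active = EGFP signal decrease of at least 30% at 10 µM or well 3 SD below plate mean, unless failing retest; inactive = the rest, including hits failing retest or dose response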; note: some compounds called inactive have numbers as strong as hits; many of its hits are not listed in these tables
HCV NS3 hel inh = inhibitors of HCV NS3 helicase, primary screen, biochemical, Cy5 molecular beacon fluorescence; Hepatitis C virus NS3 helicase; 0.56% of 290,000 active; NS3 helicase DNA unwinding; AID 1800, 2009; inhibition, % at 10.9 µM;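 active = inhibition above the mean of all tested compounds plus 3 SD, set per campaign, cut at about 35% in these data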;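 note: 0% = DMSO wells and 100% = thioflavine S control wells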
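Assay system – hepatitis C virus NS3 helicase domain fragment enzyme · Buffer or medium – MOPS pH 6.5, MgCl2, DTT, Tween20, BSA · Reagent – Cy5/quencher beacon DNA duplex and ATP to start · Compound – single 10.9 µM dose · Timing – 1 h at 25 °C · Technique – Cy5 beacon fluorescence read at start and 1 h · Measure – % inhibition of unwinding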
IDE act = human IDE activators in live cells, primary screen, fluorescence polarization, HEK cells, FAbeta-B substrate; Insulin-degrading enzyme (Homo sapiens), P14735; FAbeta-B cleavage; 0% vehicle, 100% cell-free pure enzyme wells; activation, % at 5.96 µM; 0.073% of 340,000 active;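 active = activation above the mean of all tested compounds plus 3 SD, set per screening campaign, cut at about 17% in these data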
Target sequence (P14735 whole entry, looked up): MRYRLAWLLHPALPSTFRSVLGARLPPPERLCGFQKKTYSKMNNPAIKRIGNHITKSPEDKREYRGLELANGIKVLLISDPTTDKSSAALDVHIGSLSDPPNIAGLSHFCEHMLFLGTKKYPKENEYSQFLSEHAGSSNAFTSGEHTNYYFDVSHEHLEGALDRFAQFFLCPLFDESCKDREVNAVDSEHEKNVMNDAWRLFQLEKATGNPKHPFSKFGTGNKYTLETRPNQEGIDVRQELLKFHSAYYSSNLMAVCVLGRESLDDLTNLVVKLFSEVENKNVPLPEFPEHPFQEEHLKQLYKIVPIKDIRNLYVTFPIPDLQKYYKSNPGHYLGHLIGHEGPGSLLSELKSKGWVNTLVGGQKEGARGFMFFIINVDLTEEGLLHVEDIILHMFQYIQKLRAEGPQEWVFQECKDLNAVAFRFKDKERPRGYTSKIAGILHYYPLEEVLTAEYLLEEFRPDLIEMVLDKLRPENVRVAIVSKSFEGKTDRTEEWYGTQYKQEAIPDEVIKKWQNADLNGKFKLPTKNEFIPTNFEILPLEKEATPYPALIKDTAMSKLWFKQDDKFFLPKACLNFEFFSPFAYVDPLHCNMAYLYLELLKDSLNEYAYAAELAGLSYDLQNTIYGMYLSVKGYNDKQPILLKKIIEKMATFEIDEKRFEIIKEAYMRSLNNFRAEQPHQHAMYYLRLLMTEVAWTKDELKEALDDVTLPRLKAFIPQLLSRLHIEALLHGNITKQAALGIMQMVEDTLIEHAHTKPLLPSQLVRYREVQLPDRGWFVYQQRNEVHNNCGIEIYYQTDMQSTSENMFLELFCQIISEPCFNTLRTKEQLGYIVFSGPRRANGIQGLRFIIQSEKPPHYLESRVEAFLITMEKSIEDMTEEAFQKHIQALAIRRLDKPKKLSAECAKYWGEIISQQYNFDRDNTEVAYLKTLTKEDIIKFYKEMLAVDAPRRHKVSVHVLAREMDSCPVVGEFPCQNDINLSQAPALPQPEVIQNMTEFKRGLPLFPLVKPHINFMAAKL
PHOSPHO1 inh = PubChem AID 1565; Phosphoethanolamine/phosphocholine phosphatase (Homo sapiens), Q8TCT1; recombinant PHOSPHO1, absorbance phosphatase assay; inhibition, % at 13.3 µM; 1.1% of 290,000 active; in the data active = inhibition above about 60%
VIM-2 inhibitor = VIM-2 metallo-beta-lactamase inhibitors, primary screen, biochemical, epi-absorbance readout, Pseudomonas aeruginosa enzyme | purified VIM-2, nitrocefin hydrolysis, epi-absorbance fluorescence | AID 1527, 2009 | inhibition, % at 5.6 µM | 0.89% of 290,000 active;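 active = inhibition above the mean of all tested compounds plus 3 SD, cutoff set per screening run, cut at about 7.5% in these data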;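 note: red hydrolysis product quenches plate fluorescence so inhibitors raise well fluorescence; 0% = enzyme with DMSO and 100% = DMSO without enzyme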
SUMO HTRF inh = inhibitors of in vitro SUMOylation cascade, primary screen, biochemical, HTRF, uHTS. HTRF SUMOylation assay, SAE1/SAE2 + UBC9. AID 2006, 2009. SUMO-conjugating enzyme UBC9 (Homo sapiens), P63279. 0.36% of 290,000 active. inhibition, % at 35 µM; in the data active = inhibition above about 50%, passing the limit was not always enough; note: strong numbers were not always called active
MEKK3 PB1 HTS = modulators of MEKK3-MEK5 PB1 binding, primary screen, biochemical, wildtype MEKK3, multiplex bead flow cytometry, Alexa488-MEK5; binding response (% of control), % at 10 µM; AID 1529, 2009; bead-based flow cytometry, Alexa488-MEK5 binding to MEKK3; actives lie on both sides; 0 = blocked by unlabeled MEK5, 100 = vehicle; 1.4% of 290,000 active; Mitogen-activated protein kinase kinase kinase 3 (Homo sapiens), Q99759;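 active = binding response more than 3 SD above or below the average of its plate-row segment, actives on both sides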;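 note: Alexa488 bead fluorescence after subtracting the streptavidin-only scavenger bead signal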
An asterisk follows results filed as active; . = no result given. Some of the compounds tested, so the mix of outcomes need not match the whole.

nr	Compound	SUMO HTRF inh	pCIP destab	IDE act	HCV NS3 hel inh	MEKK3 PB1 HTS	VIM-2 inhibitor	FID counter	IMP-1 inhibitor	PHOSPHO1 inh
1	CCN(CC)C(=S)SCC(=O)Nc1ccc(S(N)(=O)=O)cc1	-2	2	10	0	101	-2.1	1	-2.1	12
2	C#CCNC(=O)C1=C[C@@H](C2CC2)C[C@@H](OCc2ccc(CO)cc2)O1	15	-3	-1	1	106	-2.3	-20	-2.7	16
3	O=C(C1=C[C@H](c2ccc3c(c2)OCO3)C[C@H](OCc2ccc(CO)cc2)O1)N1CCOCC1	17	-16	1	3	95	-1.4	-20	-0.6	32
4	CCCOC(=O)C1=C(C)NC2=C(C(=O)CC(C)(C)C2)C1c1cccnc1 (configuration not stated)	15	0	2	0	100	-4.4	-9	-1.4	1
5	CCOP(=O)(OCC)C(C#N)=C1SCN(c2ccccc2)CS1	.	.	3	6	100	-1.3	-6	1.2	.
6	O=C(OC1CCCCC1)c1cc2ccccc2oc1=O	14	-11	4	-4	101	-1.6	-15	-3.2	33
7	Cc1onc(-c2ccccc2Cl)c1C(=O)NCCCN1CCOCC1	17	-6	4	1	106	-0.1	-1	-2.5	-2
8	Cc1cccc(N2CCN(C(=O)c3cccc(N4CCCC4=O)c3)CC2)c1C	.	-8	-18	-7	101	-0.8	-47	-0.5	41
9	Cc1oc(-c2ccc(F)cc2)nc1CN(Cc1ccccn1)CC1CCCO1 (configuration not stated)	9	-9	9	5	88	-4.2	-6	-2.7	32
10	Cc1cc(N/C=C\C(=O)c2ccc(Cl)c(Cl)c2)no1	21	-1	6	11	109	-1.8	4	-2.1	16
11	FC(F)Sc1ccc(NC(=S)NCc2ccccc2)cc1	11	2	-3	-2	103	-2.3	-2	-1.2	-14
12	O=S(=O)(c1ccccc1)c1cnn(-c2ccccc2)c1-c1ccc(F)cc1	-30	-1	0	-9	104	1.5	-20	-0.8	-1
13	Cc1cc(C(C)(C)C)oc1C(=O)N(CC(=O)NC1CCCC1)c1c(C)cccc1C	-23	-4	5	0	97	-3.6	-31	-0.7	10
14	COc1ccc(OCC(=O)NS(=O)(=O)c2ccccc2)cc1	6	-3	1	9	99	-0.9	0	-1.3	22
15	Cc1ccccc1S(=O)(=O)Oc1ccccc1C(=O)Oc1ccccc1	-15	1	-1	-2	.	-1.8	-7	-2.7	19
16	Cc1cc(C(C)(C)C)oc1C(=O)N(CC(=O)NC1CCCC1)Cc1ccccc1Cl	20	-9	1	-5	104	-1.3	-12	-2.8	29
17	CC1CCN(C(=O)CSc2nc3c(cnn3-c3ccccc3)c(=O)[nH]2)CC1	0	-1	4	-4	87	2.5	0	-2.2	-4
18	COc1ccc(S(=O)(=O)Cc2ccc(C(=O)NCc3ccccn3)o2)cc1	11	4	-2	-3	86	-4.0	-8	1.2	7
19	OCCc1ccc(-c2ccc(Cl)cc2)o1	5	11	0	-4	106	-1.3	-1	-1.5	-18
20	C/C(=N\NC(=O)Cn1c(C)nc2ccccc21)c1cccs1	10	1	-7	9	96	-0.3	-10	-2.6	-7
21	CCOC(=O)N1CCN(CCC(=O)Nc2ccccc2)CC1	-2	-5	1	-6	109	-1.1	-4	-1.7	44
22	O=C(CCC(=O)c1ccccc1)Nc1cccnc1	6	-14	2	3	102	-3.6	-2	-3.8	12
23	O=C(CN1CCOCC1)Nc1c(Cl)cc(Cl)cc1Cl	6	-5	5	-4	102	-2.2	1	-2.4	32
24	CCCCC(=O)Nc1c2c(nn1-c1cccc(C)c1C)CS(=O)(=O)C2	3	6	3	-11	101	-0.8	-3	-1.2	16
25	CCc1cccc(C)c1NC(=S)NCC1CCN(c2ccc(OC)cc2)C1 (configuration not stated)	-2	-2	-1	-36	93	0.3	-5	-3.8	43
26	COc1ccc(Br)cc1CN(C)C(=O)c1ccc2c(c1)NC(=O)C(C)S2 (configuration not stated)	-3	-2	-5	-26	102	0.8	-33	-2.0	-8
27	O=C(NNC(=O)c1ccc([N+](=O)[O-])o1)c1ccccc1	14	-8	1	-1	90	-0.2	-1	-1.5	28
28	Cc1cc(C)c2nc(N3CCCN(C(=O)c4ccco4)CC3)c(C#N)cc2c1	11	-6	-8	11	94	4.7	-15	-4.0	12
29	COc1ccc(Cl)cc1C(=O)Nn1c(C)nc2ccccc2c1=O	1	-4	1	-6	100	-0.7	1	-0.7	28
30	Cc1cc(=O)[nH]c(N2CCCNCC2)n1	6	-11	3	2	104	-3.2	-4	-3.5	40
31	O=C(CCl)NN=C(c1ccccc1)c1ccccc1	1	1	.	-9	95	0.4	-7	-2.5	7
32	O=S(=O)(c1cccc(C(F)(F)F)c1)N1CCN(c2ccccc2)CC1	-21	13	0	3	106	-3.4	-2	-1.6	14
33	CC(C)CC1(C)NC(=O)NC1=O (configuration not stated)	-7	-6	3	2	102	-0.3	4	-3.6	-16
34	Cc1c(/C(O)=C2/C(=O)C(=O)N(CCN(C)C)C2c2ccc(C(C)C)cc2)cnn1-c1ccccc1 (configuration not stated)	7	7	3	-1	93	-3.0	-23	-3.1	-19
35	COc1ccc(/C=c2/sc3nc(-c4ccccc4)c(-c4ccccc4)n3c2=O)cc1	20	-6	-5	5	103	-1.6	-5	-3.4	4
36	Cc1ccc(C(=O)/C=C/c2ccc(-c3ccc(C)cc3)o2)cc1	38	-15	-7	24	101	-1.2	-8	-1.3	-38
37	Cc1ccc(NC(=O)COC(=O)C2CC2(Cl)Cl)cc1C (configuration not stated)	-14	6	4	4	97	-2.7	-6	-4.8	42
38	C[C@@H](CN1C(=O)C(=O)NC[C@@H]1C)NC(=O)CC12CC3CC(CC(C3)C1)C2	9	-13	6	3	101	-2.1	-3	-1.4	-13
39	O=C(COc1ccc(S(=O)(=O)NCc2ccccc2)cc1Cl)NCc1ccccn1	17	-5	4	2	97	-2.6	-26	-1.5	10
40	COc1cc(NC(=O)c2cc(C)on2)cc(C(=O)Nc2cccc(C(F)(F)F)c2)c1	-6	-8	-4	.	105	.	.	.	31
41	CCOC(=O)/C(=N/Nc1ccc(OC)cc1)N1CCCc2ccccc21	-7	-6	6	-12	102	0.0	-12	-5.9	-160
42	COCCc1ncc(CN2CCC(C(=O)Nc3cccc(-c4cscn4)c3)CC2)cn1	0	4	1	2	99	0.5	-13	-2.5	12
43	CC1CCCCN1C(=O)CSc1nc2ccccc2[nH]1 (configuration not stated)	-4	4	3	-6	143*	-4.6	-6	0.8	5
44	CCOC(=O)c1cnn(-c2cc(C)nc3c(-c4ccccc4)cnn23)c1N	25	-4	-1	4	103	-3.5	-1	-2.6	6
45	O=C(CSc1ccccn1)Nc1cccc(NC(=O)CSc2ccccn2)n1	0	-11	1	-2	101	0.4	-12	-3.0	26
46	O=C(N/N=C\c1ccoc1)c1ccco1	0	-18	8	4	96	-0.8	-3	-2.3	32
47	O=[N+]([O-])c1cccc(C(=Nc2ccccc2)NO)c1	-10	-5	6	-6	81	-1.4	1	-3.8	21
48	Cc1ccc(S(=O)(=O)NCC(=O)N(CC(=O)NCc2ccco2)Cc2ccc(F)cc2)cc1	2	-6	-3	4	99	-0.7	-34	-3.2	23
49	CS(=O)(=O)c1ccc2nc(NC(=O)CN3CCC(Cc4ccccc4)CC3)sc2c1	-2	-8	-5	-20	103	-6.3	-9	-6.2	24
50	Cc1occc1C(=O)Nc1ccc(S(=O)(=O)N2CCN(C)CC2)cc1	16	-2	-5	0	105	-1.1	3	0.6	12
51	COc1ccc(/C=N/N2CCN(c3ccc(Cl)cc3)CC2)cc1O	-6	-10	-17	-8	104	3.6	-17	-0.9	14
52	Nc1nonc1-n1nnc(C(=O)N/N=C/c2ccoc2)c1CSc1ccccc1	-11	12	5	0	105	-3.5	-18	-2.9	42
53	Cc1ccc(S(=O)(=O)N(C)C)cc1NC(=O)COC(=O)/C=C/c1cnc2ccccc2n1	-17	22	1	10	106	-1.6	-3	-2.8	20
54	CC(=O)c1c(C)nn(C(C)CC(=O)O)c1C (configuration not stated)	-2	-2	7	-2	102	-1.6	2	-4.3	-6
55	C/C(=N\NC(=O)c1ccc2c(c1)OCO2)c1ccc(NC(=O)CCCC(=O)O)cc1	2	3	1	1	98	-2.4	-20	-1.6	21
56	CCCNC(=S)Nc1ccc(Br)cc1	1	-18	-2	-2	102	-2.9	-1	-4.7	26
57	COc1ccccc1C/C(N)=N/OC(=O)/C=C/c1ccccc1	16	4	-4	-8	100	0.1	-13	0.3	8
58	O=C(CC1Sc2ccccc2NC1=O)Nc1ccccc1[N+](=O)[O-] (configuration not stated)	15	-6	7	0	96	-1.2	-4	-3.5	2

Bioassay records (PubChem)
